TRb SRC2 PPI: qHTS for Inhibitors of the Interaction of Thyroid Hormone Receptor and Steroid Receptor Coregulator 2. Thyroid hormone receptor beta (Homo sapiens), P10828. TRbeta-SRC2 peptide binding, fluorescence polarization; receptor liganded with 1 µM T3. Potency, µM (titrated, usually from 106 µM), for inactives: at the top dose activity change, negative = inhibition, most hits filed as inhibitors. 280,000 compounds, 0.065% hits. AID 1469, 2008; active = well fitted inhibition curve with a large enough effect; inconclusive = small, poorly fitted or top-dose-only effect, or effect the other way;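 also: plate controls were bound peptide for no effect and peptide without receptor for full effect; nearly all actives have a fitted effect of over 50% in size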
Target sequence (P10828 whole entry, looked up): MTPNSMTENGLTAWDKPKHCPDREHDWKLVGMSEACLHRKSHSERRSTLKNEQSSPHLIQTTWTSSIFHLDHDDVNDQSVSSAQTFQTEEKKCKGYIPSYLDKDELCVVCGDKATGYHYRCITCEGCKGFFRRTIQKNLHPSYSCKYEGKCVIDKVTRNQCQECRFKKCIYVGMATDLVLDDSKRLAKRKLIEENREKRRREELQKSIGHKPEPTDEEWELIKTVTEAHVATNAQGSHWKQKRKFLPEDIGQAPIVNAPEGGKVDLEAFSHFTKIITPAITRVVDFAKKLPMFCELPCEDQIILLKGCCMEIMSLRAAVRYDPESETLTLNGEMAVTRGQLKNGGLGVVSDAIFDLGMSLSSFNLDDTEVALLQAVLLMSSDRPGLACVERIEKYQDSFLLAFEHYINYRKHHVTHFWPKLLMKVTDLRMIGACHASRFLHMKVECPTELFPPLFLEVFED
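Fluorescence polarization of 20 nM Texas Red SRC2 peptide (20-aa NR interaction domain) bound to 0.6 uM human TRb ligand-binding domain, with 1 uM T3, after 5 hr at ambient temperature; inhibition seen as decreased polarization.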
TR SRC2 fluor cs: Total Fluorescence Counterscreen for Inhibitors of the Interaction of Thyroid Hormone Receptor and Steroid Receptor Coregulator 2; 280,000 compounds, 0.29% hits; TRb/SRC2 Texas Red total fluorescence interference; Potency, µM (highest dose often 106 µM), for inactives: at the top dose fluorescence change, negative = quenching; active = well fitted curve in either direction with a large enough effect; inconclusive = small, poorly fitted or top-dose-only effect
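Human TRβ ligand-binding domain (0.6 uM) and Texas Red SRC2 peptide (20 nM) in Tris buffer with 1 uM T3 and 5% DMSO were incubated with pinned compound for 5 hr at ambient temperature. Total fluorescence was computed as S + 2P (555/632 nm).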
Numbers without * were called inactive; ? = inconclusive. Unless noted, % is scaled to controls: 0 for no effect and ±100 for the full control effect; potency is read from the fitted curve at half-maximal effect. Not all compounds are listed; rates above refer to the full screens.

SMILES | TRb SRC2 PPI | TR SRC2 fluor cs
CCc1ccc(Nc2nc3ccccc3c3nnc(C)n23)cc1 | -4% | 0%
CCCc1cc(=O)[nH]c(SCc2nc(-c3ccc(C)cc3)no2)n1 | -3% | -1%
Cc1ccc2c(c1)c1c(c(=O)n(Cc3ccccc3)c(=O)n1CC(=O)Nc1ccccc1F)n2C | 4% | -1%
CCOC(=O)CSc1nc2c(sc3ccccc32)c(=O)n1Cc1ccc(C)cc1 | -6% | -3%
CCOc1ccccc1NC(=O)CN1C=NS(=O)(=O)c2ccccc21 | -5% | -2%
CCCCOc1ccc(C(=O)NCCS(=O)(=O)N2CCN(c3ccc(F)cc3)CC2)cc1 | 1% | -5%
O=[N+]([O-])c1cccc(S(=O)(=O)NCCNS(=O)(=O)c2cccc([N+](=O)[O-])c2)c1 | 6% | 0%
COC(=O)c1scc(-c2ccc(C)cc2)c1S(=O)(=O)Nc1cc(OC)c(OC)c(OC)c1 | -4% | -1%
COc1cc(OC)c(NC(=O)c2cc(C(C)=O)n3ccccc23)cc1Cl | 1% | 2%
Cc1nn(-c2ccccc2)c2c1N(CC(=O)N1CCN(c3ccccc3F)CC1)C(=O)CS2 | -10% | ?
Nc1c(C(=O)c2ccccc2)sc(Nc2ccc(Cl)c(Cl)c2)c1C(=O)Nc1ccccc1 | 8% | -1%
CCOC(=O)c1c(C)[nH]c(C)c1S(=O)(=O)N(C)CC(=O)N1CCN(c2cccc(C)c2C)CC1 | -2% | -1%
Cc1cccc(NC(=O)Cn2nc(-c3ccccc3)c3cnc4ccccc4c32)c1 | 6% | -2%
Cc1nc2ccccc2c(=O)n1-c1ccc(NC(=O)c2cccc([N+](=O)[O-])c2)cc1 | -10% | -1%
COc1ccc(Cc2nc3ccc(C(=O)NCc4cc(Br)ccc4OC)cc3o2)cc1 | 5% | -3%
CCn1cc2nc(SCc3cc(C)ccc3C)n(Cc3ccc(Cl)cc3)c(=O)c2n1 | -4% | 0%
COc1cccc(NC(=O)c2oc3ccc(S(=O)(=O)N(C)C4CCCCC4)cc3c2C)c1 | -3% | -3%
Cc1cccc(Cn2cccc2CNS(=O)(=O)c2ccccc2F)c1 | -2% | -1%
CCCCN(CCCC)c1ncnc2c1cnn2-c1cccc(C)c1 | 4% | -25%
CC(C)OCCCNC(=O)c1c2c(nc3ccccc13)C(=O)N(C1CCCCC1)C2 | -4% | 3%
COc1ccc(-c2nc3sc(CCNC(=O)C(=O)Nc4ccc(C)c(F)c4)c(C)n3n2)cc1 | -12% | -1%
CC(C)Cc1nn2c(=O)cc(COC(=O)c3cccc(NC(=O)c4ccccc4)c3)nc2s1 | -1% | 0%
CC(C)OCCCNC(=O)CN1C(=O)c2cccnc2Sc2ccccc21 | 0% | 0%
CC(Oc1ccccc1)C(=O)Nc1ccc(C(=O)OCc2cc(=O)n3nc(C4CC4)sc3n2)cc1 (centres undefined) | 0% | -1%
CCc1ccccc1N1C(=O)N(Cc2cccc(Cl)c2)c2ccccc2S1(=O)=O | 1% | -4%
CC(=O)N1c2ccccc2C(=O)C1N1CCN(c2ccc(F)cc2)CC1 (centres undefined) | 2% | -1%
COc1ccc(N2CCN(C(c3ccccc3F)c3sc4nc(-c5ccco5)nn4c3O)CC2)cc1 (centres undefined) | 0% | -1%
Cc1ccc(NC(=O)c2oc3ccc(S(=O)(=O)N4CCCCCC4)cc3c2C)c(C)c1 | 2% | -1%
CC(C)CCNC(=O)CN1C(=O)CCn2nc(-c3cn(C)c4ccccc34)cc21 | -7% | -2%
Cc1ccc(-c2noc(-c3nnn(CC(=O)Nc4cc(Cl)ccc4C)c3N)n2)cc1 | -3% | 0%
CCOC(=O)c1[nH]c(C)c(CCC(=O)Nc2cc(Cl)ccc2C)c1C | -6% | -1%
CN(C)S(=O)(=O)Nc1ccc(-c2cn3ccsc3n2)cc1 | -6% | -2%
CCOC(=O)N1CCC(NC(=O)c2cnn(-c3ccc(F)cc3)c2-n2cccc2)CC1 | -5% | -1%
Cc1ccc(CCNC(=O)c2cnc3c(C)cccn3c2=O)cc1 | 2% | 5%
Cc1cccc(-n2nc(C)c(C(=O)N3CCN(c4ccccc4)CC3)c2-n2cccc2)c1 | 10% | -1%
CC(=O)c1ccc(NC(=O)CCc2c(C)nn(-c3ccc4nnc(C)n4n3)c2C)cc1 | 0% | 2%
Cc1ccc2nc(N3CCC(C(=O)N4CCN(c5cccc(Cl)c5)CC4)CC3)[nH]c2c1 | -1% | -1%
COc1ccc(NC(=O)C2CCCN(c3ncnc4onc(C)c34)C2)cc1OC (centres undefined) | 5% | 0%
CSc1cccc(NC(=O)c2ccc3c(c2)c(C)c(C)n3Cc2ccc(F)cc2)c1 | 1% | 0%
CCOC(=O)c1c(C)[nH]c(C)c1S(=O)(=O)N(C)CC(=O)NCc1ccc(Cl)cc1 | 0% | 2%
Cc1ccc(NC(=O)Cn2c(=O)n(Cc3nc(C)no3)c(=O)c3cc4c(cc32)OCO4)c(C)c1 | -6% | -2%
O=C(/C=C\c1ccc2c(c1)OCO2)NC1CC(=O)N(c2ccc(Cl)cc2)C1 (centres undefined) | -2% | 1%
CC(Nc1ncnc2c1cnn2-c1cccc(Cl)c1)c1ccccc1 (centres undefined) | 21% | -2%
COc1ccc(-c2csc3ncnc(Nc4ccc(OC)cc4OC)c23)cc1 | -3% | -2%
CNS(=O)(=O)c1cn(CC(=O)Nc2ccc(C)cc2C)cc1S(=O)(=O)NC | -1% | 1%

Exported in CSV form: part of the list above.
mol,TRb SRC2 PPI,TR SRC2 fluor cs
CCc1ccc(Nc2nc3ccccc3c3nnc(C)n23)cc1,-4%,0%
CCCc1cc(=O)[nH]c(SCc2nc(-c3ccc(C)cc3)no2)n1,-3%,-1%
Cc1ccc2c(c1)c1c(c(=O)n(Cc3ccccc3)c(=O)n1CC(=O)Nc1ccccc1F)n2C,4%,-1%
CCOC(=O)CSc1nc2c(sc3ccccc32)c(=O)n1Cc1ccc(C)cc1,-6%,-3%
CCOc1ccccc1NC(=O)CN1C=NS(=O)(=O)c2ccccc21,-5%,-2%
CCCCOc1ccc(C(=O)NCCS(=O)(=O)N2CCN(c3ccc(F)cc3)CC2)cc1,1%,-5%
O=[N+]([O-])c1cccc(S(=O)(=O)NCCNS(=O)(=O)c2cccc([N+](=O)[O-])c2)c1,6%,0%
COC(=O)c1scc(-c2ccc(C)cc2)c1S(=O)(=O)Nc1cc(OC)c(OC)c(OC)c1,-4%,-1%
COc1cc(OC)c(NC(=O)c2cc(C(C)=O)n3ccccc23)cc1Cl,1%,2%
Cc1nn(-c2ccccc2)c2c1N(CC(=O)N1CCN(c3ccccc3F)CC1)C(=O)CS2,-10%,?
Nc1c(C(=O)c2ccccc2)sc(Nc2ccc(Cl)c(Cl)c2)c1C(=O)Nc1ccccc1,8%,-1%
CCOC(=O)c1c(C)[nH]c(C)c1S(=O)(=O)N(C)CC(=O)N1CCN(c2cccc(C)c2C)CC1,-2%,-1%
Cc1cccc(NC(=O)Cn2nc(-c3ccccc3)c3cnc4ccccc4c32)c1,6%,-2%
Cc1nc2ccccc2c(=O)n1-c1ccc(NC(=O)c2cccc([N+](=O)[O-])c2)cc1,-10%,-1%

More compounds.
SMILES | TRb SRC2 PPI | TR SRC2 fluor cs
COc1cc(OC)c(OC)cc1/C=C/c1nc2ccccc2c(=O)n1-c1ccc(Br)c(C)c1 | 7% | -3%
CC(C)CN(CCCNC(=O)CN1N=C(c2ccccc2)CCC1=O)CC(C)C | 5% | 1%
COc1ccc(N2CCN(C(=O)c3cc4c(=O)n(Cc5ccccc5)ccc4nc3C)CC2)cc1 | 0% | -1%
Cc1ccc(CN2CCN(C3CCN(C(=O)Nc4ccccc4C(F)(F)F)CC3)C(=O)C2=O)cc1 | 1% | -3%
CCOC(=O)c1ccc2c(c1)N(Cc1ccc(F)cc1Cl)C(=O)c1ccccc1S2 | 3% | 0%
COc1ccc(C2=C(C)C(N3CCC(C(=O)Nc4ccc(F)cc4C)CC3)=NS2(=O)=O)cc1 | 1% | 0%
Cc1nc(C)c(CCNS(=O)(=O)c2ccc(C)c(C)c2)s1 | 2% | -3%
Cn1ncc(C(=O)N2CCN(c3ccccc3F)CC2)c1C1CCN(C(=O)OC(C)(C)C)CC1 | 0% | -6%
CCOC(=O)c1c(S(=O)(=O)N2CCCC(C(=O)Nc3ccc(C)cc3C)C2)c(C)n(CC)c1C (centres undefined) | -7% | -4%
COCCNC(=O)c1cccc(-n2c(C)nc3cccnc32)c1 | -8% | -1%
Cc1ccc(CSc2c(C)cnc3c2c(=O)n(C)c(=O)n3C)cc1 | -3% | 2%
O=C(Nc1nc2c(F)cccc2s1)c1ccc(S(=O)(=O)N2CCOCC2)cc1 | -6% | 0%
COc1ccc(-n2cc(-c3ccccc3)c3c(Nc4ccc(OC)c(OC)c4)ncnc32)cc1 | 1% | -1%
CCOc1ccc(OCC)c(NC(=O)C2CCN(S(=O)(=O)c3c(C)noc3/C=C/c3ccccc3F)CC2)c1 | 0% | -2%
CCc1cccc(-n2nnc(-c3nc(-c4ccc5c(c4)OCO5)no3)c2C)c1 | 3% | -3%
COc1ccc(CC(=O)Nc2ccc(-c3nc4ccccc4s3)c(C)c2)cc1OC | 2% | -25%
COc1cccc(C(=O)NCC(c2ccc3c(c2)OCO3)N2CCN(C)CC2)c1 (centres undefined) | 5% | 2%
O=C(Cc1cccs1)NC1CC(=O)N(c2ccc(F)cc2)C1 (centres undefined) | -1% | 0%
CCOC(=O)c1cccc(NC(=O)C2CCCN(c3nnc(C)c4c(C)n(-c5ccccc5)nc34)C2)c1 (centres undefined) | -4% | 2%
CN1C(=O)c2ccccc2Sc2ccc(NC(=O)Cc3ccc(Cl)cc3)cc21 | -13% | -55%
CC(=O)N1CCc2cc(CNS(=O)(=O)c3cccs3)ccc21 | 0% | -1%
CC(=O)Nc1ccc(NC(=O)C2Cc3ccccc3N2C(=O)c2ccccc2)cc1 (centres undefined) | -7% | 0%
O=C(Cn1c(=O)n(Cc2nc(-c3ccccc3)no2)c(=O)c2cc3c(cc21)OCO3)Nc1cccc(C(F)(F)F)c1 | -4% | -2%
CC(C)c1nn2c(=O)cc(COC(=O)C3CCCCC3)nc2s1 | -1% | -2%
Cc1ccc(-n2ncc3c(N4CCN(c5ccccc5)CC4)ncnc32)cc1C | -9% | -2%
CCC(C)NC(=O)CSc1nc2c(sc3ccccc32)c(=O)n1CCc1ccccc1 (centres undefined) | -6% | 0%
CC(C)(C)NC(=O)C1CCN(c2nc3ccccc3nc2C(F)(F)F)CC1 | 2% | -3%
CCOC(=O)c1ccccc1NC(=O)CSc1ncc(CO)n1Cc1ccc(C)cc1 | -9% | -1%
O=C(c1ccc2c(c1)N(Cc1cccc(Cl)c1)C(=O)c1ccccc1S2(=O)=O)N1CCc2ccccc21 | 2% | -23%
O=C(NCCCN1CCCCC1)c1sc2ncccc2c1-n1cccc1 | 6% | -7%
CC(=O)N1CCCc2cc(S(=O)(=O)N(Cc3ccccc3)C(C)C)ccc21 | -4% | -1%
CCOc1ccc(CNC(=O)C2CCN(Cc3cc4ccccc4n3Cc3ccccc3C)CC2)cc1 | -2% | 1%
CCS(=O)(=O)Nc1ccc(-c2cn3ccsc3n2)cc1 | 3% | -3%
Cc1cccc(C(=O)N2CCc3cc(CNC(=O)c4ccc(Br)o4)ccc32)c1 | -6% | 4%
O=C(Nc1cccc(Cl)c1)c1cc(S(=O)(=O)N2CCC3(CC2)OCCO3)ccc1F | 5% | -1%
Cc1cccc(N2CCN(C(=O)c3noc4c3CCCCC4)CC2)c1C | -5% | -1%
CC1=C(C(N)=O)C(c2ccccc2Br)n2ncnc2N1 (centres undefined) | -1% | 1%
O=C(NCCc1csc(-c2cccnc2)n1)c1cccc(C(F)(F)F)c1 | 2% | -7%
Cc1nc(-c2ccc(F)cc2)sc1CCNC(=O)c1ccccc1C(F)(F)F | 3% | -3%
Cc1ccc(CCNC(=O)c2c(C)oc3ncnc(N4CCOCC4)c23)cc1 | -7% | 0%
CN(Cc1ccccc1)S(=O)(=O)c1ccc(F)c(C(=O)Nc2cccc(Cl)c2Cl)c1 | 8% | 1%
Cc1cccc(-c2cc(NC(=O)c3ccccc3C)n(-c3ccccc3)n2)c1 | -8% | -2%
CCOC(=O)c1ccc2c(c1)N(Cc1cccc([N+](=O)[O-])c1)C(=O)c1ccccc1S2 | -4% | 3%
CSc1cccc(N2C(=O)N(Cc3ccc([N+](=O)[O-])cc3)c3ccccc3S2(=O)=O)c1 | -4% | -2%
CN(C(=O)CSc1nc(C2CCCC2)nc2c1c(=O)n(C)c(=O)n2C)c1ccccc1 | -7% | 1%
O=C1C(c2ccc(F)cc2)N(CCc2ccc(Cl)cc2)C(=O)CN1C1CCCCCC1 (centres undefined) | -1% | -1%

Assay outcomes (PubChem)
